NR2E3 ag-1 = agonists of human nuclear receptor NR2E3; AID 2300; inhibition of corepressor binding, % at 4.78 µM; GST-NR2E3/biotin-RetCOR TR-FRET, 1536-well; hit rate 0.12% among 320,000;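 active means percent inhibition above the cutoff of mean plus 3 SD of all tested compounds, set per screening campaign, cut at about 20% in these data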;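 further: 0% = DMSO wells and 100% = biotin wells as full block of FRET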
Target sequence (Q9Y5X4 whole entry, looked up): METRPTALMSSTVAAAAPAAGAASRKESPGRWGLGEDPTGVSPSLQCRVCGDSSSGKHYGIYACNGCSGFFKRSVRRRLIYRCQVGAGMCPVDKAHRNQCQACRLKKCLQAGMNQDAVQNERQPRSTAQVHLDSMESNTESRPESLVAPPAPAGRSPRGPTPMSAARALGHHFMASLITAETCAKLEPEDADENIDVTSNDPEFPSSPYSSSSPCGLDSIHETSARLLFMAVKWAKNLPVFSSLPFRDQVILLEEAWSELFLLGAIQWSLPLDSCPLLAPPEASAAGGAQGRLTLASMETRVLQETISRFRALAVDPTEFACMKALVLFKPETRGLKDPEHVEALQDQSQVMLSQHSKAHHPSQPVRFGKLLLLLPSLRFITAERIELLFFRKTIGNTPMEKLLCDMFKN
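Material: NR2E3–RetCOR corepressor complex / Incubation: Compound–protein incubation for 5 h at 4 °C / Dosing: compound at 4.8 µM, single dose / Detection: time-resolved FRET / Benchmarks: high control biotin, low control 0.6% DMSO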
Shn3 inh set2 = Schnurri-3 reporter inhibition in Clone20 osteoblasts. inhibition, % at 12.5 µM. AID 588674. Clone20 osteoblast Shn3 3'UTR firefly luciferase, 24 h. hit rate 0.52% among 360,000;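 active means mean inhibition of at least 75% with every replicate also reaching 75%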;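 further: 0% = median of neutral control wells and 100% = pilot-screen positive control compound; some compounds past the cut are filed as inactive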
TRAIL sens C8 = sensitizes caspase-8 expressing cells to TRAIL; NB7+C8 cells + TRAIL, ATPlite viability luminescence; inhibition (viability loss, TRAIL sensitization), % at 10 µM; hit rate 1% among 360,000;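 active means compounds causing at least 50% loss of cell viability in the single-dose screen, relative to plate controls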
LMP1 NFkB inh = inhibitors of Epstein-Barr LMP1-induced NF-kappaB reporter. LMP1-induced NF-kappaB luciferase reporter cells, luminescence. inhibition, % at 12.5 µM. hit rate 0.69% among 350,000; in the data active means inhibition above about 41%;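 further: 0% = neutral control wells and 100% = reference inhibitor control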
Peg3 promoter = reduces Peg3 promoter-driven luciferase expression in HeLa. HeLa PEG-Prom luciferase reporter, luminescence, overnight. inhibition, % at 20 µM. hit rate 1.7% among 360,000;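 active means inhibition of at least 50% at 20 µM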
iPSC survival up = hiPSC single-cell survival enhancement. ATPlite luminescence; 100% = ROCK inhibitor wells, 0% = DMSO. survival enhancement, % at 20 µM. hit rate 0.044% among 360,000. AID 602274; in the data active means survival enhancement above about 18%;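 further: cells exposed to compounds for 16 hours before the ATP read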
NR2E3 ag-2 = agonists of human NR2E3 nuclear receptor | Q9Y5X4 | CHO-S Gal4-NCOR/VP16-NR2E3 two-hybrid, luciferase | inhibition of corepressor binding, % at 3.98 µM | hit rate 0.35% among 360,000 | AID 602229;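 active means inhibition above the mean of all tested compounds plus 3 SD, cut at about 70% in these data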;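 further: 0% = DMSO with NR2E3 transfected cells and 100% = cells lacking NR2E3 construct; higher means lower luciferase signal from less NR2E3 corepressor binding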
HIF-2a inh = blocks HIF-2a reporter activity; 786-0 RCC cells HIF-2a reporter, luciferase luminescence, overnight; hit rate 0.72% among 360,000; inhibition, % at 18.8 µM;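 active means inhibition of the luminescence signal of 40% or more relative to plate controls, in a single-dose primary screen at 18.75 µM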
TRPM1 prom inh = inhibitors of MITF-driven TRPM1 promoter in melanoma cells; SK-MEL-5 TRPM1 promoter luciferase, 24 h; inhibition, % at 12.5 µM; hit rate 0.83% among 330,000;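 active means mean inhibition across replicates of 60% or more, whatever share of single replicates reaches that level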; further: values of inactives mirror those of a sister screen read the other way
KKLEB cytotox = reduces viability of KKLEB cystic fibrosis airway cells. KKLEB CF airway cells viability, ATPlite luminescence, overnight; active compounds read low; cells stimulated with P. aeruginosa culture filtrate. activity change (cytotoxicity), % at 5 µM. hit rate 0.36% among 360,000;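 active means corrected activity change at or below -50% at 5 µM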
CF NFkB inh = cystic fibrosis NF-kB activation inhibition; hit rate 0.86% among 360,000; AID 588850; KKLEB NF-kB-GFP reporter, PAF-induced, GFP fluorescence overnight; inhibition, % at 5 µM;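 active means at least 50% inhibition at 5 µM, scaled per plate between neutral and stimulator controls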;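 further: PAF is a Pseudomonas aeruginosa culture filtrate used as stimulus; plate controls were PAF-stimulated DMSO wells for no effect and unstimulated DMSO wells for full effect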
Active calls of the source: *; . = not tested or not shown; & = joins results of further samples. The list is partial; rates above refer to the full screens.

# | smiles | NR2E3 ag-1 | Shn3 inh set2 | TRAIL sens C8 | LMP1 NFkB inh | Peg3 promoter | iPSC survival up
1 | CC(=O)Nc1cccc(NC(=O)C(=O)Nc2ccc3c(c2)N(C(=O)C2CC2)CCC3)c1 | . | -39 | 36 | -8 | -62 | -0.6
2 | O=C(O)Cn1c2ccccc2c2ccccc21 | -5 | -32 | 3 | 1 | 5 | 1.0
3 | Cc1ccc(C2(CC(=O)Nc3nccs3)CCOC(C(C)C)C2)cc1 (stereo not given) | -1 | -1 | -8 | -4 | 1 | 1.9
4 | COC(=O)c1ccc(C2/C(=C(/O)c3ccc(OC)cc3)C(=O)C(=O)N2Cc2ccco2)cc1 (stereo not given) | 5 | -1 | 1 | 2 | -22 | 1.0
5 | Nc1nc(SCc2ccc([N+](=O)[O-])cc2)nc2nc3c(cc12)CCCC3 | -3 | 12 | 4 | -8 | 30 | -1.2
6 | O=C(CNc1cccc(C(F)(F)F)c1)N/N=C/c1ccccc1C(=O)O | -4 | -10 | -10 | -10 | 16 | -0.2
7 | CCOC(=O)C1(Cc2ccc(OC)cc2)CCN(C(=O)c2cc(C)nn2C)CC1 | 1 | 70 | 2 | 7 | -26 | 0.0
8 | Cc1ccc(Cl)cc1-c1ccc(/C=N/n2cnnc2)o1 | 2 | 8 | -8 | -6 | -20 | 4.9

# | NR2E3 ag-2 | HIF-2a inh | TRPM1 prom inh | KKLEB cytotox | CF NFkB inh
1 | -18 | -151 | -55 | -1 | -4
2 | 20 | 18 | -6 | 9 | 9
3 | 2 | 14 | -5 | 2 | -8
4 | -65 | -97 | -5 | -6 | -5
5 | -13 | 6 | 3 | -45 | 6
6 | 21 | 11 | 4 | -4 | -4
7 | 18 | -52 | -6 | -10 | -11
8 | 14 | -21 | -13 | -16 | -28

Later entries
# | smiles | NR2E3 ag-1 | Shn3 inh set2 | TRAIL sens C8 | LMP1 NFkB inh | Peg3 promoter | iPSC survival up
9 | COc1ccccc1CNCc1cccc(Oc2ccccc2)c1 | -1 | 5 | 8 | 2 | -12 | -0.4
10 | CC(C)Cc1nc(NCCN2CCOCC2)c(C#N)c2c1COC(C)(C)C2 | -1 | 12 | -12 | 3 | 11 | 2.9
11 | CCN(CC)C(=O)CSC1=C(C#N)C(c2ccco2)C(C(=O)OCCOC)=C(C)N1 (stereo not given) | -1 | 16&-2 | 6&-5 | -2&-4 | 16&9 | 0.7&1.1
12 | CCOC(=O)NC1Cc2ccccc2C1Sc1ccccn1 (stereo not given) | 1 | 6 | 9 | -2 | 4 | -0.5
13 | CC1CCCN(C(=O)C2CCN(S(=O)(=O)c3cccc4nonc34)CC2)C1 (stereo not given) | 6 | 10 | -12 | 1 | 5 | -0.2
14 | COc1cc(C(=O)N=C2SC3CS(=O)(=O)CC3N2c2ccccc2)cc(OC)c1OC (stereo not given) | 3 | -9 | -1 | 2 | 2 | -0.5
15 | Cc1cccn2c(=S)[nH]nc12 | . | 6 | -4 | 6 | 7 | -1.3
16 | CC1CN(C(=O)CCC(=O)NCCc2ccccc2)c2ccccc2O1 (stereo not given) | 0 | -14 | -13 | 0 | -42 | -0.8

# | NR2E3 ag-2 | HIF-2a inh | TRPM1 prom inh | KKLEB cytotox | CF NFkB inh
9 | 18 | -2 | -16 | -2 | 13
10 | -12 | 11 | 4 | -18 | 15
11 | 9&0 | 13&13 | -10&-21 | -1&4 | -4&-9
12 | 5 | 13 | -1 | -14 | 12
13 | -17 | 15 | 1 | -3 | 12
14 | -18 | 13 | -7 | -17 | 15
15 | -17 | 7 | 2 | 0 | -4
16 | -28 | -52 | -8 | 11 | -7

Additional results.
# | smiles | NR2E3 ag-1 | Shn3 inh set2 | TRAIL sens C8 | LMP1 NFkB inh | Peg3 promoter | iPSC survival up
17 | C/C(=N/N1CCN(Cc2ccccc2)CC1)c1ccc(Br)cc1 | . | -41 | -8 | -6 | 4 | -0.3
18 | O=[N+]([O-])c1ccc(Cl)c(NC2=NCCCCC2)c1 | 2 | -14 | 0 | 6 | 14 | 0.5
19 | CCCCOC(=O)Nc1ccccc1C(=O)N1CCCC1 | 2 | -3 | 16 | 9 | 7 | -1.4
20 | COc1cc2c(cc1NC(=O)c1cc(-c3ccncc3)nc3ccc(C)cc13)oc1ccccc12 | 1 | 11 | 5 | 6 | 10 | 9.4
21 | COC(=O)C1C(=O)c2c([nH]c(C(=O)OC3CCCCC3)c2C)CC1C (stereo not given) | 0 | -37 | 30 | -47 | -371 | -1.2
22 | O=C(Nc1ccn(Cc2c(F)c(F)c(F)c(F)c2F)n1)c1cccc(Cn2cc([N+](=O)[O-])cn2)c1 | 4 | 36 | 8 | -9 | 22 | 0.2
23 | CCC(=O)c1ccc(OCC(=O)N2CCN(S(=O)(=O)c3ccc(Cl)s3)CC2)cc1 | 0 | 24 | 5 | 7 | 15 | 5.1
24 | CCN1CCN(c2sc(S(C)(=O)=O)nc2S(=O)(=O)c2ccc(Cl)cc2)CC1 | -1 | 6 | -2 | 8 | 24 | -0.6

# | NR2E3 ag-2 | HIF-2a inh | TRPM1 prom inh | KKLEB cytotox | CF NFkB inh
17 | 8 | 14 | -5 | -5 | 7
18 | -37 | -2 | 0 | 4 | 0
19 | 22 | 8 | 12 | 13 | -15
20 | -4 | -3 | 3 | -5 | -8
21 | -78 | -318 | -89 | -6 | -3
22 | -9 | 12 | -3 | -2 | -9
23 | -4 | 6 | -2 | 2 | -1
24 | 7 | 7 | 31 | -4 | 8

Later entries
# | smiles | NR2E3 ag-1 | Shn3 inh set2 | TRAIL sens C8 | LMP1 NFkB inh | Peg3 promoter | iPSC survival up
25 | COc1ccc(F)cc1C(=O)C1CCCN(C(=O)c2ocnc2C)C1 (stereo not given) | 0 | 1 | -12 | 1 | 9 | -0.5
26 | CCOc1ccc(C2NC(=O)C(C#N)=C(S)N2c2ccc(OC)cc2)cc1OC (stereo not given) | -1 | 13 | 12 | -4 | -1 | 2.4
27 | O=C(CNC1CCCCC1)NN=C(c1ccccc1)c1ccccc1 | 2 | -7 | -4 | 16 | 8 | -0.1
28 | COC(=O)c1[nH]c2c(c1C)C(=O)CC(c1ccc(C)cc1)C2 (stereo not given) | 1 | 9 | 42 | 3 | -14 | 1.1
29 | O=C(O)COc1c(F)c(F)c(C(F)(F)F)c(F)c1F | 5 | 40 | -11 | 0 | 2 | 0.6
30 | Cc1ccc(C)c(-n2cc(CN3CCNC(=O)CC3)c(-c3ccccc3)n2)c1 | 1 | 6 | 2 | -13 | 8 | -2.9
31 | O=C(O)CCCC(=O)Nc1ccc(OCc2nc3ccccc3s2)cc1 | 3 | -4 | 2 | -3 | -113 | -0.6
32 | CCOc1ccc(C2CC(=O)n3nc(C45CC6CC(CC(C6)C4)C5)nc3S2)cc1OC (stereo not given) | 1 | 17 | 2 | -5 | 1 | 0.8

# | NR2E3 ag-2 | HIF-2a inh | TRPM1 prom inh | KKLEB cytotox | CF NFkB inh
25 | -20 | 16 | 3 | -10 | 11
26 | -15 | -13 | -10 | 6 | -11
27 | -1 | 9 | 14 | 22 | 0
28 | -37 | -2 | -6 | 5 | 3
29 | 11 | 1 | 0 | -6 | -2
30 | -13 | 8 | -1 | 7 | -32
31 | -60 | -191 | -2 | 0 | -11
32 | -15 | 11 | -1 | -5 | 2

Going on with the list:
# | smiles | NR2E3 ag-1 | Shn3 inh set2 | TRAIL sens C8 | LMP1 NFkB inh | Peg3 promoter | iPSC survival up
33 | CCCCn1c(N)c(N(CCOC)C(=O)c2ccc(Cl)c(S(=O)(=O)N3CCCC3)c2)c(=O)[nH]c1=O | -1 | -17 | -9 | -3 | 3 | 0.5
34 | C[C@@H]1NS(=O)(=O)c2cc(Cl)ccc2O[C@@H]1c1ccccc1 | . | -25 | -7 | -6 | 13 | 0.2
35 | O=C(c1ccccc1)c1ccc(-n2ccnc2)c([N+](=O)[O-])c1 | 5 | 18 | -8 | -5 | -2 | 0.2
36 | CN(CCc1ccccn1)Cc1ccc(Cl)c(Cl)c1 | 1 | -5 | 1 | -3 | 13 | 0.8
37 | O=C(COc1ccccc1)N[C@@H]1c2ccccc2CC[C@H]1OCc1ccccc1 | . | 6 | 8 | 3 | 15 | -0.5
38 | O=C1CCCc2c1cc(C(=O)Nc1ccc(Br)cn1)c(=O)n2-c1ccccc1 | 0 | 9 | 0 | -11 | -1 | -1.7
39 | CCc1ccc2oc(C(=O)N3CCN(c4ccc(OC)cc4)CC3)cc(=O)c2c1 | -2 | 12 | -11 | 3 | 14 | 0.7
40 | COc1cc(NCCCC(C)N)c2ncccc2c1 (stereo not given) | . | -4 | 18 | 3 | 45 | -4.4
41 | COc1ccc(C)cc1NC(=O)C(OC(=O)CNC(=O)c1ccc(Br)cc1)c1ccccc1 (stereo not given) | 1 | 5 | 0 | 2 | 2 | 4.1
42 | COc1ccc(-c2nnc(NC(=O)CS(=O)(=O)c3ccc(F)cc3)o2)cc1 | -1 | -6 | 19 | -3 | -3 | -0.1
43 | CC1(C)CC(=O)c2cn3ncnc3nc2C1 | 1 | -27 | 2 | 8 | 14 | 1.3

# | NR2E3 ag-2 | HIF-2a inh | TRPM1 prom inh | KKLEB cytotox | CF NFkB inh
33 | -16 | 14 | 2 | 1 | -16
34 | -29 | 17 | -3 | -6 | 16
35 | -3 | -8 | 7 | -20 | 13
36 | 13 | 4 | 4 | 3 | -10
37 | -12 | 11 | -3 | -16 | -1
38 | -22 | 10 | 4 | 8 | -13
39 | -2 | 19 | 3 | 6 | 2
40 | -16 | 84* | 9 | -10 | -12
41 | 7 | 17 | 7 | -4 | -20
42 | -26 | 8 | -4 | -15 | 18
43 | -3 | 16 | -2 | 1 | 7

High-throughput results from PubChem BioAssay.
